FXIa inh 1536: factor XIa (human) inhibition; P03951; purified FXIa, Boc-Glu-Ala-Arg-AMC fluorogenic substrate; inhibition, % at 5 µM; hit rate 0.14% among 220,000; AID 798;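 active = inhibition of at least 40%; inactive = inhibition below 40%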;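 note: fluorescence of freed AMC excited at 355 nm; 0% = enzyme without compound and 100% = no enzyme blank; many of its hits are not listed in these tables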
Target sequence (P03951 19-387 limits assumed): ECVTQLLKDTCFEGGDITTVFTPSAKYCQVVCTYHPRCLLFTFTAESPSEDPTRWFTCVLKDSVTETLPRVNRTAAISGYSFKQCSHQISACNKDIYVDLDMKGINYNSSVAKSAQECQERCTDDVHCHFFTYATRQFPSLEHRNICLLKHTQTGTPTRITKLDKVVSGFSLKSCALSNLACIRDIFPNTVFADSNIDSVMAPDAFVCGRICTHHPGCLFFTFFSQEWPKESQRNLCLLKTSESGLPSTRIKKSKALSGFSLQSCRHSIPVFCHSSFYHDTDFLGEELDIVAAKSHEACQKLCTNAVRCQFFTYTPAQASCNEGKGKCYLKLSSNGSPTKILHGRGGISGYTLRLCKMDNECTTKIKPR
Target sequence (P03951 388-625 limits assumed): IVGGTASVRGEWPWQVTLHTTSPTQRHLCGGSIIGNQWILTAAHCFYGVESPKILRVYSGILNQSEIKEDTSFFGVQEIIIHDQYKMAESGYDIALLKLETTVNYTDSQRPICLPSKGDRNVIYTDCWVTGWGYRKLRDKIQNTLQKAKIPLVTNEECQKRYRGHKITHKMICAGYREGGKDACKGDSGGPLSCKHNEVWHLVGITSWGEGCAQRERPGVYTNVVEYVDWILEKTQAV
Runt-CBFb FRET: inhibitors of human RUNX1 Runt domain binding to CBFb; Q01196+Q13951; Cerulean-Runt/Venus-CBFb FRET ratio 530/480, 1 h; inhibition, % at 20 µM; hit rate 0.46% among 220,000;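 active = inhibition over about 50% at 20 µM in the single-dose screen, limit read from the data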;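 note: 0% = DMSO wells and 100% = excess unlabeled CBFb competitor control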
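Assay system: Cerulean-Runt domain / Medium: Tris 50 mM pH 7.5, KCl, K2SO4, 0.01% BSA / Timing: protein complex preformed 1 h, compound exposure 1 h, room temperature, dark / Measured by: FRET, excitation 422 nm, emission at 530 and 480 nm / Evaluation: loss of energy transfer signal / Control set: 5 µM unlabeled CBFb as full-inhibition high control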
Runt-SMMHC FRET: Runt domain-CBFb-SMMHC interaction inhibition; Q01196+Q13951; Cerulean-Runt/Venus-CBFb-SMMHC FRET ratio 530/480, 1 h; inhibition, % at 20 µM; hit rate 0.74% among 220,000;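 active = mean inhibition across duplicate retests at 20 µM reaching about 50%, limit read from the data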;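 note: 0% = DMSO wells and 100% = wells with excess untagged CBFb-SMMHC; inhibitors lower the FRET ratio by blocking Runt binding to CBFb-SMMHC; some results filed as inactive read as strong as hits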
14-3-3 Bad inh: disrupts binding of bovine 14-3-3 zeta to phospho-Bad peptide | TR-FRET 14-3-3zeta/Dy647-pBad peptide displacement, 1 h | inhibition, % at 21.7 µM | hit rate 0.71% among 220,000 | AID 781;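 active = inhibition above about 70%, limit read from the data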;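 note: 0% = full 14-3-3 plus peptide FRET controls and 100% = background without 14-3-3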
Target sequence (P63103 whole entry, looked up): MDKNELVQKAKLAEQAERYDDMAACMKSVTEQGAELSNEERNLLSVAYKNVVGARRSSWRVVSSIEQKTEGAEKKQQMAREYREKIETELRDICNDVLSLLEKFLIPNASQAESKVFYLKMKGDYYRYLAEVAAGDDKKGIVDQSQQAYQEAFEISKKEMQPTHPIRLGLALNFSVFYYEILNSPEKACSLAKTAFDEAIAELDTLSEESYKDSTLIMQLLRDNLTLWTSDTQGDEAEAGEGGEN
FXIIa inh 1536: inhibitors of human coagulation factor XIIa. purified FXIIa, Boc-QGR-AMC fluorogenic substrate, 2 h. hit rate 0.3% among 220,000. AID 800. P00748. inhibition, % at 5 µM; in the data active = inhibition above about 40%;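 note: 0% = enzyme with no compound and 100% = blank without enzyme; many of its hits are not listed in these tables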
hK5 inh: inhibitors of human kallikrein 5. recombinant hK5, fluorogenic AMC substrate cleavage. inhibition, % at 5 µM. hit rate 0.59% among 210,000;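 active = inhibition of 40% or more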;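 note: 0% = enzyme controls without compound and 100% = no-enzyme blanks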
Hck Nef HTS: human Hck-Nef kinase inhibition. P08631. Recombinant Hck-YEEI plus Nef, Z-Lyte FRET kinase assay. inhibition, % at 20 µM. hit rate 0.68% among 220,000;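 active = Hck-Nef kinase inhibition above about 50%, limit read from the data; inactive = inhibition below that limit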;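 note: 0% = DMSO with Hck plus Nef and 100% = Hck alone without Nef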
Thrombin inh: inhibitors of human thrombin; alpha-thrombin, Boc-VPR-AMC fluorogenic substrate cleavage; P00734; AID 1046; inhibition, % at 5 µM; hit rate 0.26% among 220,000;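 active = inhibition at or above 40%; inactive = inhibition below 40%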;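 note: 0% = enzyme with no compound and 100% = wells without enzyme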
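Test system: human alpha-thrombin protein / Dosing: one concentration per compound, 5 µM, with 0.2% DMSO / Medium: pH 7.5 Tris-saline with Tween 20 / Benchmarks: no-compound enzyme wells and no-enzyme blanks / Read-out basis: percent inhibition of thrombin substrate cleavage / Timing: reaction at room temperature / Measured by: fluorescence, ex 355 nm, em 460 nm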
Wee1 stabilizer: blocks degradation of human Wee1 kinase; HeLa Luc-Wee1K328M stability, luciferase luminescence; 100% = proteasome inhibitor MG132 effect; reporter increase, % at 5 µM; hit rate 1.2% among 220,000; AID 1321;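 active = activation above the mean of all tested compounds plus 3 SD, set per screening run, cut at about 8.8% in these data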;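 note: cells exposed to compound for 20 h before luminescence read; 0% = DMSO alone and 100% = MG132 at 30 µM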
Numbers without * were called inactive; / = no result given; [ ] = another dose, or the depositor's remark.

Start of the listing, in advance, 14 compounds:
SMILES	FXIa inh 1536	Runt-CBFb FRET	Runt-SMMHC FRET	14-3-3 Bad inh	FXIIa inh 1536	hK5 inh	Hck Nef HTS	Thrombin inh	Wee1 stabilizer
O=C(Cc1ccccc1)Nc1ccc(NC(=O)c2cccc(Cl)c2)cc1	-8	3	0	14[fluorescence artefact?]	2	-8	4	-20	0
COc1cc2[nH]c(=O)n(Cc3ccc(C(=O)NC4CCCC4)cc3)c(=O)c2cc1OC	-1	-4	0	7	1	0	2	-1	-2
NC(=O)C(c1cccc(Cl)c1)c1ncc(C(F)(F)F)cc1Cl (stereo not drawn)	3	0	-1	8	3	0	-1	1	-1
CC(C)(C)NC(=O)COc1ccc(CNCc2cccnc2)cc1	-4	-1	0	2	1	-4	17	-14	6
N#CCSc1nc2cc(C(=O)N3CCC(C(N)=O)CC3)ccc2c2nc3ccccc3n12	-1	0	-4	18	7	4	3	2	-1
Cc1ccc2[nH]c3c(c2c1)CN(C(=O)CN1CCN(Cc2ccc4c(c2)OCO4)CC1)CC3	6	-30	-65	-12[fluorescence artefact?]	23	-2	5	-8	-3
CCOc1ccccc1-n1c(SCC(=O)N2CCCC2)nnc1-c1ccc(O)cc1	2	0	-6	-1	17	-12	-2	0	1
COc1nc(-c2ccc(Cl)cc2)ccc1-c1noc(-c2ccco2)n1	2	-26	-3	60[fluorescence artefact?]	10	-1	0	5	1
Cc1ccc(NC(=O)Cc2ccc(Cl)c(Cl)c2)cc1S(=O)(=O)N(C)C	2	0	0	9	7	-11	4	-10	2
Cc1c(C(=O)N2CCCCC2)oc2ccc(S(=O)(=O)N3CC(C)CC(C)C3)cc12 (stereo not drawn)	9	-5	-3	-10	15	32	0	23	0
Cc1ccc2oc(=O)c3cc(C(=O)N4CCN(C(=O)c5ccco5)CC4)sc3c2c1	-1	-1	-2	1	2	-1	18	0	3
O=C1[C@@H]2C(c3ccc(F)cc3)=NO[C@@H]2C(=O)N1Cc1ccccc1	6	36	1	-2	1	2	1	-4	-2
CC1CCN(C(=O)CSc2nc3ccccc3c(=O)n2Cc2ccc3c(c2)OCO3)CC1	4	-3	-5	4	6	-11	-1	-7	2
Cc1ccccc1NC(=O)C12CC3CCC1(C)C3(C)CO2 (stereo not drawn)	-3	-1	-5	5	8	-2	-2	-4	0

The list itself, previewed entries included:
SMILES	FXIa inh 1536	Runt-CBFb FRET	Runt-SMMHC FRET	14-3-3 Bad inh	FXIIa inh 1536	hK5 inh	Hck Nef HTS	Thrombin inh	Wee1 stabilizer
O=C(Cc1ccccc1)Nc1ccc(NC(=O)c2cccc(Cl)c2)cc1	-8	3	0	14[fluorescence artefact?]	2	-8	4	-20	0
COc1cc2[nH]c(=O)n(Cc3ccc(C(=O)NC4CCCC4)cc3)c(=O)c2cc1OC	-1	-4	0	7	1	0	2	-1	-2
NC(=O)C(c1cccc(Cl)c1)c1ncc(C(F)(F)F)cc1Cl (stereo not drawn)	3	0	-1	8	3	0	-1	1	-1
CC(C)(C)NC(=O)COc1ccc(CNCc2cccnc2)cc1	-4	-1	0	2	1	-4	17	-14	6
N#CCSc1nc2cc(C(=O)N3CCC(C(N)=O)CC3)ccc2c2nc3ccccc3n12	-1	0	-4	18	7	4	3	2	-1
Cc1ccc2[nH]c3c(c2c1)CN(C(=O)CN1CCN(Cc2ccc4c(c2)OCO4)CC1)CC3	6	-30	-65	-12[fluorescence artefact?]	23	-2	5	-8	-3
CCOc1ccccc1-n1c(SCC(=O)N2CCCC2)nnc1-c1ccc(O)cc1	2	0	-6	-1	17	-12	-2	0	1
COc1nc(-c2ccc(Cl)cc2)ccc1-c1noc(-c2ccco2)n1	2	-26	-3	60[fluorescence artefact?]	10	-1	0	5	1
Cc1ccc(NC(=O)Cc2ccc(Cl)c(Cl)c2)cc1S(=O)(=O)N(C)C	2	0	0	9	7	-11	4	-10	2
Cc1c(C(=O)N2CCCCC2)oc2ccc(S(=O)(=O)N3CC(C)CC(C)C3)cc12 (stereo not drawn)	9	-5	-3	-10	15	32	0	23	0
Cc1ccc2oc(=O)c3cc(C(=O)N4CCN(C(=O)c5ccco5)CC4)sc3c2c1	-1	-1	-2	1	2	-1	18	0	3
O=C1[C@@H]2C(c3ccc(F)cc3)=NO[C@@H]2C(=O)N1Cc1ccccc1	6	36	1	-2	1	2	1	-4	-2
CC1CCN(C(=O)CSc2nc3ccccc3c(=O)n2Cc2ccc3c(c2)OCO3)CC1	4	-3	-5	4	6	-11	-1	-7	2
Cc1ccccc1NC(=O)C12CC3CCC1(C)C3(C)CO2 (stereo not drawn)	-3	-1	-5	5	8	-2	-2	-4	0
C(=C\c1nc2ccccc2[nH]1)/c1ccccc1	-12	3	-4	6[fluorescence artefact?]	-18	-9	0	-11	-2
CCCOc1cccc(C2C(C(=O)c3cccs3)=C(O)C(=O)N2Cc2cccnc2)c1 (stereo not drawn)	3	0	2	-5	11	0	12	6	-1
CCn1nnnc1SCC(=O)N1CCN(c2ccccc2)CC1	3	6	0	-2	15	4	17	3	-2
CCn1cc(C(=O)OCC(=O)Nc2cc(S(=O)(=O)N(C)C)ccc2C)c(=O)c2ccc(C)nc21	-2	-1	-1	10[fluorescence artefact?]	4	-2	2	1	-2
COc1ccc(S(=O)(=O)Cc2ccc(C(=O)N3CCC(C(N)=O)CC3)o2)cc1	9	1	4	1	18	-20	4	-2	-1
COC(=O)c1cc(OC)c(OC)cc1NC(=O)c1ccco1	5	-3	-6	-6	12	-1	-1	-4	8
CCOc1c(CNCCNC(=O)c2nonc2N)cccc1OC	2	-1	-2	33	17	4	1	1	-3
Cc1ccc(S(=O)(=O)CCC(=O)c2ccc(O)cc2O)cc1	-2	4	7	-2[fluorescence artefact?]	9	0	5	-1	-2
CCNC(=O)NC(=O)C(C)On1nnc2ccc(S(=O)(=O)N(CC)CC)cc21 (stereo not drawn)	-7	0	1	2	3	-7	0	-7	1
COc1ccc(C(=O)NCCc2cn3ccc(C)cc3n2)cc1	-10	0	2	1	-8	-13	1	-10	-3
CC(=O)Nc1ccc(OCC(O)Cn2c(CO)nc3ccccc32)cc1 (stereo not drawn)	-10	-1	-2	-5	-1	-18	-6	-2	0
(cont.)
SMILES	FXIa inh 1536	Runt-CBFb FRET	Runt-SMMHC FRET	14-3-3 Bad inh	FXIIa inh 1536	hK5 inh	Hck Nef HTS	Thrombin inh	Wee1 stabilizer
CC1(C)CC(=O)C(C2c3ccccc3S(=O)(=O)c3ccccc32)C(=O)C1	-5	0	32	1	2	-16	3	3	5
O=C(c1cccn2c(=O)c3ccccc3nc12)N1CCN(Cc2ccc3c(c2)OCO3)CC1	-7	0	-12	/	4	-28	4	-3	-2
O=C(O)CC/C(=N/NC(=O)c1cccs1)c1ccccc1	3	-1	0	0[fluorescence artefact?]	6	-1	-1	-2	0
CCOC(=O)Cn1nc(C)c(NC(=O)CCc2ccc(OC)cc2)c1C	1	1	-3	-1	8	3	-10	-3	0
O=C(NCc1cccs1)C(=O)NCC(c1ccco1)N1CCN(c2ccccc2F)CC1 (stereo not drawn)	-6	-4	1	-1	1	-9	16	1	-1
COC(=O)c1cc(NC(=O)c2nccnc2C(=O)O)cc(C(=O)OC)c1	7	2	0	5	18	6	-1	3	0
COc1ccc(OC)c(/C=C/C(=O)N2C(=O)c3cccc(N)c3C2=O)c1	11	-36	79	-1	13	-8	-1	1	-2
Cc1ccc(OCC2Cn3c(nc4c3c(=O)[nH]c(=O)n4C)O2)cc1 (stereo not drawn)	3	-1	4	14	14	-14	0	1	0
O=C(Nc1ccc(N2CCCCC2)cc1)c1cccnc1	3	1	6	7	10	13	-2	-5	1
CCC(C)(C)NC(=O)C(c1cccn1C)N(C(=O)Cn1nnc2ccccc21)c1ccccc1OC (stereo not drawn)	5	-5	-2	-2	14	1	1	-1	3
CC(NC(=S)Nc1ccc(OC(F)F)cc1OC(F)F)C(C)(C)C (stereo not drawn)	6	0	2	-4[fluorescence artefact?]	6	-10	3	0	1
Cc1cn(S(=O)(=O)c2cc(Br)ccc2Br)cn1	-6	0	3	-12	-5	-18	-2	-10	-1
COc1cccc(C2=NOC(C(=O)Nc3cccnc3Cl)C2)c1OC (stereo not drawn)	-2	0	0	-16	7	-1	-2	-8	3
Cc1cc(Nc2cccc([N+](=O)[O-])c2)c2ccccc2n1	1	-1	-3	-5	10	6	17	-5	-3
N#Cc1c(-c2cccs2)cc(-c2cccs2)[nH]c1=O	3	86*	80*	1	3	3	109*	-1	-3
Cc1cc(C)c2oc(C(=O)NCCc3ccc(S(N)(=O)=O)cc3)cc(=O)c2c1	2	0	-4	7	14	3	18	1	-1
CCn1c(C)nc2cc(C(=O)N/N=C/c3ccc(OC)c(O)c3)ccc21	3	0	-6	-7	6	-19	6	-8	1
CC(=O)Nc1ccc(OCC(O)Cn2nc(C)nc2C)cc1 (stereo not drawn)	-1	0	-2	-5	1	2	7	-7	-2
Cc1ccc(-c2nc(NC(=O)CSc3ncn[nH]3)ns2)cc1	-1	1	-5	1	7	0	23	-2	3
CN1C(=O)C2(N=c3ccccc3=N2)c2ccccc21	2	-4	-3	/	16	-15	2	2	5
O=C(CSc1nnnn1-c1ccc2c(c1)OCCO2)Nc1nc2c(s1)CCCC2	-3	-2	-3	-1	8	3	3	-5	-2
Cc1cc(C(=O)CN2C(=O)NC3(CCCc4ccccc43)C2=O)c(C)n1Cc1ccccc1 (stereo not drawn)	-11	1	0	-13[fluorescence artefact?]	1	-4	5	-7	-1
COc1ccc(C(=O)C2CCCN(C(=O)c3c4c(nn3C)CCCC4)C2)cc1F (stereo not drawn)	1	-3	-1	-3	11	/	10	3	7
O=C(NCCSCc1ccco1)Nc1ccc(Cl)cc1	2	1	1	-5	17	-1	10	2	3
CCOC(=O)c1[nH]c(C)c(/C(O)=C2\C(=O)C(=O)N(CCCN3CCOCC3)C2c2cccnc2)c1C (stereo not drawn)	3	-2	0	56	17	3	0	8	0
O=C(COC(=O)CSCc1ccccc1)NCc1ccccc1	-7	0	-4	-6	-1	-7	19	-5	-3
Cc1c(-n2cc(C(=O)c3cc(Br)ccc3O)cc(C#N)c2=O)c(=O)n(-c2ccccc2)n1C	7	-4	-13	-6	24	-13	21	3	1

High-throughput results from PubChem BioAssay.
